# Dengue-2 NS5 capping: Dengue-2 NS5 methyltransferase inhibitors, primary screen, biochemical, confirmation dose response (AID 588689) | one-dose inhibition, % at 25 µM; IC50 in µM for titrated hits | actives 0.3% (n = 340,000) | Dengue-2 NS5 methyltransferase capping enzyme assay, biochemical; higher % means a stronger effect; in the data active = a potency from the dose series; inconclusive = inhibition above about 29% without an active follow-up result
# SV40 large T antigen: TAg ATPase/helicase activity blockers – biochemical (AID 1903). actives 0.39% (n = 310,000). SV40 large T antigen ATPase/helicase inhibition assay; higher % means a stronger effect. inhibition, % at 20 µM; hits with a dose series show IC50 in µM; in the data active = a potency from the dose series; inconclusive = inhibition mostly from about 32% at the one dose, without a potency; inactive = the rest, 99 in 100 with inhibition below about 32%; also: strong numbers were not always called active
# HIV peptide binding: cell-free HIV fusion peptide-binding blockers – biochemical, uHTS, fluorescence dequenching, primary screen (AID 1986); cell-free peptide binding, fluorescence dequenching, 30 min; higher % means a stronger effect; inhibition, % at 20 µM, or IC50 in µM where a hit was titrated; actives 0.3% (n = 290,000); in the data active = inhibition mostly above about 52%, no sharp cut-off; inactive = mostly below about 76%; also: some results filed as inactive read as strong as hits
# MgcRacGAP inhibition: MgcRacGAP GTPase-activating activity inhibitors, confirmation, biochemical, ADP Hunter fluorescence; MgcRacGAP-stimulated Rac1 GTP hydrolysis, ADP Hunter fluorescence; higher % means a stronger effect; GST-tagged Rac1 F28L mutant substrate; one-dose inhibition, % at 30 µM; IC50 in µM for titrated hits; actives 0.6% (n = 340,000); AID 624330;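 active = first-screen hits whose inhibition reached a set limit at any dose in the follow-up dose series; inconclusive = inhibition above the set first-screen limit but never retested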;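 also: fluorescence reports GDP produced by GAP-driven GTP hydrolysis; strong numbers were not always called active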
# GPR35 antagonists: inhibition of zaprinast-stimulated GPR35 beta-arrestin translocation – imaging, U2OS, beta-arrestin-GFP, zaprinast agonist, primary screen (AID 2058). U2OS GPR35 beta-arrestin-GFP translocation imaging, zaprinast antagonism; higher % means a stronger effect. inhibition, % at 10 µM, or IC50 in µM where a hit was titrated. actives 0.052% (n = 290,000);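 active = inhibition of at least 50% with at least 30 cells and total cytoplasm GFP at most 10,000,000; inconclusive = under 30 cells or total GFP of 10,000,000 plus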
# K1F lysis inhibition: inhibition of K1F phage lysis, E. coli UTI89, bacterial capsule biogenesis inhibitors, alamar blue (AID 488966); E. coli UTI89 K1F phage lysis, alamar blue, 2 h; higher % means a stronger effect; one-dose inhibition, % at 100 µM; IC50 in µM for titrated hits; actives 0.02% (n = 340,000);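 active = phage lysis inhibition, versus mean bacterial control, above a set limit; inconclusive = no clear call, values can overlap the other calls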;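 also: capsule biogenesis inhibitors block K1F phage lysis so surviving cells raise fluorescence; higher fluorescence means more inhibition of phage lysis; actives were called in the ten point dose series up to 300 µM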
# PhoP inhibition: PhoP-dependent GFP reporter repression – Salmonella Typhimurium, primary screen (AID 1863) | S. Typhimurium PhoP-regulated promoter GFP reporter, 4 h; higher % means a stronger effect | inhibition, % at 50 µM, or IC50 in µM where a hit was titrated | actives 0.16% (n = 300,000);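 active = inhibition over 29.93%, a cutoff 3 SD above the screen mean, later confirmed by dose response; inconclusive = inhibition over 29.93% but no dose response follow-up; inactive = inhibition at most 29.93% or unconfirmed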;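 also: 0% = low Mg2+ inducing control and 100% = high Mg2+ repressing control; strong numbers were not always called active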
# RSV CPE inhibition: inhibition of RSV-induced cytopathic effect – HEp-2 cells, primary 10 µM value included (AID 2391). HEp-2 cells, RSV-induced CPE inhibition; higher % means a stronger effect. CPE inhibition, % at 10 µM, or IC50 in µM where a hit was titrated. actives 0.13% (n = 310,000); in the data active = a potency from the dose series; inconclusive = CPE inhibition mostly from about 23% at the one dose, without a potency; inactive = the rest, 99 in 100 with CPE inhibition below about 21%; also: strong numbers were not always called active
# GPR55 antagonists: inhibition of LPI-stimulated GPR55 beta-arrestin translocation – imaging, U2OS, beta-arrestin-GFP, LPI agonist, primary screen (AID 2013); U2OS GPR55 beta-arrestin-GFP translocation imaging, LPI antagonism; higher % means a stronger effect; one-dose inhibition, % at 10 µM; IC50 in µM for titrated hits; actives 0.13% (n = 290,000);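 active = spots per cell inhibited over 60%, with over 100 cells counted and total cytoplasm intensity under 500,000; inconclusive = wells with under 100 cells, flagged as likely toxic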;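 also: U2OS cells stably carrying GPR55 and arrestin-GFP stimulated by 5 µM LPI near EC80; imaged beta-arrestin-GFP aggregate spots per cell after agonist stimulation; plate controls were LPI-stimulated DMSO wells for no effect and DMSO wells without LPI for full effect; some results filed as inactive read as strong as hits; confirmed hits need IC50 under 10 µM and bright autofluorescent wells are also inconclusive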
# Starred values were filed as active, the others as inactive; ? = inconclusive; nt = not tested or not shown; [ ] = dose if it differs, or a comment. Compounds were not picked by outcome; 1.5% or so of the library scored in one or more.
SMILES,Dengue-2 NS5 capping,SV40 large T antigen,HIV peptide binding,MgcRacGAP inhibition,GPR35 antagonists,K1F lysis inhibition,PhoP inhibition,RSV CPE inhibition,GPR55 antagonists
O=C(Nc1ccc(C(=O)N2CCOCC2)cc1)c1ccc([N+](=O)[O-])cc1,-6%,5%,0.6%,5%,-2%,0.2%,-4%,2.4%,16%
Cc1ccccc1OCCN1C(=O)NC2(CCc3ccccc32)C1=O (centres undefined),-9%,0%,0.2%,7%,0%,-1.8%,-6%,1.3%,6%
CCCCCc1ccc(C(=O)CCCC)c(=S)[nH]1,-4%,21%,-2.2%,8%,-9%,0.9%,5%,-1.7%,18%
COc1ccc(C(=O)Nc2ccccn2)cc1,-2%,5%,-1.3%,3%,-16%,0.5%,16%,0.6%,0%
CC(C(=O)c1ccc(-c2ccccc2)cc1)[n+]1cccc(Br)c1 (centres undefined),-7%,2%,-2.3%,11%,-1%,0.4%,-3%,2.3%,8%
CC1=CN2C(=N)/C(=C\c3cn(CCCOc4ccccc4)c4ccccc34)C(=O)N=C2S1,1%,3%,6.0%,7%,-25%,3.4%,-20%,?,1%
COCC(=O)NC1CC2CCCC(C1)N2Cc1ccccc1 (centres undefined),-2%,2%,1.6%,10%,-4%,0.6%,1%,0.7%,3%
Cc1ccc2nccc(C(=O)N3CCCC(N4CCN(c5ccc(F)cc5)CC4)C3)c2c1 (centres undefined),0%,17%,0.1%,7%,4%,-0.1%,-1%,0.9%,-7%
O=C(COC(=O)C1CCC(=O)N1)Nc1ccc(Oc2ccccc2)cc1 (centres undefined),9%,6%,-2.4%,1%,-14%,1.2%,6%,0.4%,1%
Cc1nnc(Nc2ccc(Cl)cc2)s1,5%,8%,-1.2%,-4%,0%,-2.1%,2%,3.1%,4%
CS(=O)(=O)N(CC(=O)Nc1ccccc1C(=O)N1CCCC1)c1ccc2c(c1)OCO2,-8%,24%,-1.4%,0%,-11%,1.0%,-4%,-1.9%,5%
CCCCN1C(=O)c2ccc(C(=O)NCc3ccco3)cc2C1=O,-6%,-2%,-2.7%,7%,-3%,0.0%,5%,1.0%,11%
CCn1c(SCC(=O)N2CCc3ccccc3C2)nc2c1c(=O)n(C)c(=O)n2C,-6%,13%,0.3%,9%,15%,0.8%,-5%,-1.2%,-5%
O=C(Nc1ccc(Cl)cn1)c1ccc2c(Cl)c3c(nc2c1)CCC3,-2%,14%,-0.4%,1%,-8%,0.2%,-3%,-1.1%,-10%
COc1ccc(C(=O)Nc2ccc(S(=O)(=O)Nc3nccnc3OC)cc2)cc1,2%,2%,2.1%,8%,-6%,2.0%,7%,1.0%,-8%
Cc1noc(C)c1S(=O)(=O)Nc1ccc(C#N)cc1,3%,11%,1.7%,16%,-12%,0.1%,-1%,2.0%,17%
Cc1ccc(CN(c2ccc(C(=O)N3CCOCC3)cc2)S(C)(=O)=O)cc1,-2%,9%,-0.6%,10%,-2%,0.2%,9%,-0.1%,-5%
CCC1(c2ccccc2)NC(=O)N(CC(=O)N(C)CC(=O)Nc2cccc(F)c2)C1=O (centres undefined),-1%,29%,-1.2%,9%,-9%,0.0%,-1%,1.9%,13%
CCCn1c(NCc2ccccn2)nc2ccccc21,0%,5%,3.2%,11%,-10%,-0.3%,4%,1.7%,2%
CC(C)(C)c1ccc2c(c1)N(CC(=O)O)C(=O)CO2,-5%,2%,-1.5%,4%,7%,6.5%,-5%,-0.1%,5%

# 7 of the compounds above, as tab-separated lines:
molecule	Dengue-2 NS5 capping	SV40 large T antigen	HIV peptide binding	MgcRacGAP inhibition	GPR35 antagonists	K1F lysis inhibition	PhoP inhibition	RSV CPE inhibition	GPR55 antagonists
Cc1ccccc1OCCN1C(=O)NC2(CCc3ccccc32)C1=O (centres undefined)	-9%	0%	0.2%	7%	0%	-1.8%	-6%	1.3%	6%
CCCCCc1ccc(C(=O)CCCC)c(=S)[nH]1	-4%	21%	-2.2%	8%	-9%	0.9%	5%	-1.7%	18%
COc1ccc(C(=O)Nc2ccccn2)cc1	-2%	5%	-1.3%	3%	-16%	0.5%	16%	0.6%	0%
CC(C(=O)c1ccc(-c2ccccc2)cc1)[n+]1cccc(Br)c1 (centres undefined)	-7%	2%	-2.3%	11%	-1%	0.4%	-3%	2.3%	8%
CC1=CN2C(=N)/C(=C\c3cn(CCCOc4ccccc4)c4ccccc34)C(=O)N=C2S1	1%	3%	6.0%	7%	-25%	3.4%	-20%	?	1%
COCC(=O)NC1CC2CCCC(C1)N2Cc1ccccc1 (centres undefined)	-2%	2%	1.6%	10%	-4%	0.6%	1%	0.7%	3%
Cc1ccc2nccc(C(=O)N3CCCC(N4CCN(c5ccc(F)cc5)CC4)C3)c2c1 (centres undefined)	0%	17%	0.1%	7%	4%	-0.1%	-1%	0.9%	-7%

# Continuation.
SMILES,Dengue-2 NS5 capping,SV40 large T antigen,HIV peptide binding,MgcRacGAP inhibition,GPR35 antagonists,K1F lysis inhibition,PhoP inhibition,RSV CPE inhibition,GPR55 antagonists
Cc1[nH]n(C(N)=S)c(=O)c1N=Nc1cc(-c2ccc(Br)cc2)[nH]n1,nt,8%,57%,nt,2%,nt,3%,7.3%,2%
Cc1nonc1NC(=O)CSc1nc(C2CCCCC2)nc2ccccc12,-2%,4%,-0.7%,3%,1%,0.0%,-10%,11%,0%
COc1ccc(NCN2C(=O)CCC2=O)cc1,1%,27%,-1.4%,22%,-10%,1.2%,2%,0.9%,3%
O=C(CCNC(=O)c1ccc(Cl)cc1)Nc1cccc(S(=O)(=O)N2CCCCCC2)c1,-1%,12%,nt,2%,nt,-0.5%[50 µM],-8%,17%,nt
Cn1c(CNc2ccc(Br)cc2)nc2ccccc21,-4%,14%,-1.0%,2%,4%,0.0%,nt,2.1%,12%
CC(C(=O)OCC(=O)Nc1ncc(Cl)cc1Cl)N1C(=O)c2ccccc2C1=O (centres undefined),9%,7%,1.0%,12%,1%,0.9%,-7%,1.6%,-6%
O=S1(=O)N=C(Nc2ccc(N3CCOCC3)cc2)c2ccccc21,-9%,7%,0.8%,2%,4%,-1.3%,-13%,-0.2%,13%
CCn1c(-c2cccn(Cc3ccccc3)c2=O)n[nH]c1=S,0%,3%,0.2%,-3%,4%,-2.4%,2%,1.3%,11%
COc1ccccc1C(=O)NCCn1ccc2ccccc21,18%,7%,1.2%,11%,-1%,-1.1%[50 µM],-18%,8.3%,-9%
c1ccc(CN2CCC(Nc3nc(-c4cccs4)nc4ccccc34)CC2)cc1,-11%,5%,-1.3%,10%,-5%,-0.3%,4%,-3.3%,85%*
FC(F)C(F)(F)C(F)(F)C(F)(F)c1cc(-c2ccccc2)n[nH]1,1%,-6%,0.8%,1%,-17%,0.7%,18%,3.8%,5%
CCCN(CC(=O)Nc1ccc(F)c(F)c1F)C(=O)c1cc([N+](=O)[O-])ccc1N1CCOCC1,-6%,8%,nt,9%,nt,1.2%[50 µM],-1%,-0.8%,nt
Cc1cccc2sc(NC(=O)Cn3cccc3)nc12,-11%,3%,1.3%,0%,-2%,-1.9%,0%,2.4%,-2%
COc1ccc(C(=O)Nc2ccc(NC(=O)CSc3nnc(-c4ccncc4)n3C)cc2)cc1,-5%,-4%,4.4%,9%,7%,0.2%,5%,0.7%,10%
Cn1cc(Br)c(-c2cccc(NC(=O)CCC(=O)O)c2)n1,0%,1%,-0.6%,5%,2%,-0.7%,-9%,1.7%,-2%
Cc1cccc(CC2S/C(=N/N=C/c3ccco3)NC2=O)c1 (centres undefined),-5%,-2%,-1.6%,1%,-9%,-2.5%,-1%,1.6%,-1%
CCOC(=O)C1CCN(C(=O)CCNS(=O)(=O)c2cc(Br)cnc2N)CC1,-6%,1%,0.9%,8%,7%,0.6%,-2%,1.0%,6%
O=P(c1ccccc1)(c1ccccc1)c1cc(Br)cc(Br)c1OCCO,-4%,7%,-0.4%,9%,-1%,-0.4%[50 µM],-1%,21%,6%
COc1ccc(-n2c(C)cc(C(=O)COC(=O)c3ccc(O)cc3O)c2C)cc1,-11%,nt,nt,7%,nt,-0.2%[50 µM],nt,10%,nt
Cc1nn(C)cc1NC(=O)Cn1nc(C(F)(F)F)cc1C1CC1,-5%,4%,-0.1%,2%,6%,5.0%,-6%,1.3%,4%
CC(=O)N1CC(C)Sc2ccc(S(=O)(=O)NCc3ccccc3Cl)cc21 (centres undefined),5%,3%,-0.9%,7%,15%,0.2%,12%,6.9%,5%
CCCCn1c(-c2cccc(Br)c2)nc2cc3[nH]c(=O)c(C(C)C)nc3cc21,16%,5%,7.9%,4%,7%,1.6%,1%,-1.8%,-1%
Cc1ccccc1NC(=S)N(Cc1cccnc1)Cc1ccccc1Cl,-11%,15%,-0.5%,9%,-6%,1.0%,-8%,0.8%,13%
Cc1ccccc1-c1nnn(Cc2ccc(-c3nn[nH]n3)cc2)n1,-5%,9%,9.5%,5%,-9%,-0.2%,-4%,5.6%,-2%
Cc1ccc(NC(=O)CSc2ccc3nnc(CCNC(=O)c4ccccc4)n3n2)c(C)c1,-3%,9%,2.8%,4%,-13%,-3.0%,-1%,2.1%,-3%
O=C1CCC(C(=O)NCc2ccc3c(c2)OCO3)N1 (centres undefined),-5%,12%,0.2%,0%,5%,0.3%,-1%,-1.3%,-1%
Cc1ccc(NC(=O)CSc2nnc(Cn3c(=O)sc4ccccc43)n2C)cc1Cl,13%,-3%,-1.0%,-7%,-8%,4.0%,-1%,0.6%,-1%
CCCn1c(=O)c(C(=O)NNC(=O)c2ccccc2[N+](=O)[O-])c(O)c2ccccc21,1%,4%,5.8%,6%,-2%,0.1%,-1%,8.8%,4%
CCn1cc(C(=O)NCc2ccco2)c(=O)c2cc(S(=O)(=O)N3CCCCCC3)ccc21,-5%,18%,0.3%,5%,3%,11%,-9%,3.7%,-7%
COC(=O)c1ccccc1NC(=O)CN1C(=O)c2ccccc2S1(=O)=O,-4%,-1%,-0.5%,8%,7%,-0.5%,0%,-0.4%,8%
COc1cc2c(=O)n(CCCC(=O)NCC3CCCO3)c(=O)n(CC(=O)c3ccc(F)cc3)c2cc1OC (centres undefined),-5%,11%,0.7%,11%,-18%,-0.1%,2%,4.4%,14%
CSc1ccc(CN2CCCC(CNC(=O)c3ccc(F)cc3)C2)cc1 (centres undefined),-7%,3%,1.2%,1%,-2%,0.5%,-3%,-1.9%,10%

# Screening results (PubChem)
